Bioassay records from PubChem.
HTR5A ag: HTR5A agonists in luminescence cell assay, primary screen, counter-screen for OPRM1-OPRD1 heterodimer agonist project, full-deck HTS. 5-hydroxytryptamine receptor 5A (Homo sapiens), P47898. 340,000 compounds, 0.61% hits. activation, % at 9.3 µM. cell-based. AID 504692, 2011; in the data active = activation mostly above about 9.5%, no sharp cut-off; inactive = mostly below about 7.6%;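 note: 0% = cells with vehicle only and 100% = reference agonist; strong numbers were not always called active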
Target sequence (P47898 whole entry, looked up): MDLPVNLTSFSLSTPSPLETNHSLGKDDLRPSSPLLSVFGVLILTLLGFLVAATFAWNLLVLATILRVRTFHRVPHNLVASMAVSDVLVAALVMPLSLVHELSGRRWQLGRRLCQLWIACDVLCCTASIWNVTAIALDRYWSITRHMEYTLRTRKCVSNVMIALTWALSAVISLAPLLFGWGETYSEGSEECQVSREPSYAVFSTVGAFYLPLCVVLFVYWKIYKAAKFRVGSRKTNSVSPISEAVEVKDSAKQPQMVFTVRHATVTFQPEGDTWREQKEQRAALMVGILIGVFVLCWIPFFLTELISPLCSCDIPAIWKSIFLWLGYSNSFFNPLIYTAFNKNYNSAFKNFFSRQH
HTR5A inv ctr: HTR5A inverse agonists in luminescence cell assay, primary screen, counter-screen for OPRM1-OPRD1 heterodimer inverse agonist project, full-deck HTS; 5-hydroxytryptamine receptor 5A (Homo sapiens), P47898; AID 504634, 2011; 340,000 compounds, 0.083% hits; inhibition, % at 9.3 µM; HTR5A cell line, inverse agonism; in the data active = inhibition mostly above about 23%, no sharp cut-off; inactive = mostly below about 18%;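 note: 0% = cells with DMSO and 100% = no-cell wells with DMSO; some compounds called inactive have numbers as strong as hits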
PKA-R2B activ: activators of PKA-R2B holoenzyme, primary screen, biochemical, fluorescence polarization, Cy5-IP20, human; 340,000 compounds, 0.079% hits; PKA-R2B holoenzyme dissociation; R2B truncated from residue 108, S112A mutant; 0% DMSO only, 100% 113 µM cGMP; activation, % at 11.4 µM; AID 504700, 2011;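 active = activation above a cutoff set at the mean over all compounds plus 3 SD, cut at about 18% in these data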;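 note: higher means more holoenzyme dissociation and a rise in polarization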
Target sequence (P31323 whole entry, looked up, other chains not shown, the tested form may be a part): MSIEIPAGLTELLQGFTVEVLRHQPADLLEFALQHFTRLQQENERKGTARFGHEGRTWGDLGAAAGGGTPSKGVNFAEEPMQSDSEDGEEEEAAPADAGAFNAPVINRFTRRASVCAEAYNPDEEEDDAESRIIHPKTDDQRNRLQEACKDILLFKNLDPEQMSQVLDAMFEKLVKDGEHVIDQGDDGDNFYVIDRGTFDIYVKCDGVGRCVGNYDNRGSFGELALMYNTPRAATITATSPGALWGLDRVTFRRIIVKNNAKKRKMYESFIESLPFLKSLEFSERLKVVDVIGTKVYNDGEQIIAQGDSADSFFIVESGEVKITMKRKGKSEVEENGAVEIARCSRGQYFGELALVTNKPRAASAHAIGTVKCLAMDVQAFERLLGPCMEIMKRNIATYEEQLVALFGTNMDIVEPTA
DAGLB inh: DAGLB lipase inhibitors, primary screen, biochemical, fluorescence, HTS; AID 504411, 2011; inhibition, % at 5.17 µM; HEK293T DAGLB membrane lysate, EnzChek fluorogenic substrate; 340,000 compounds, 0.059% hits; Diacylglycerol lipase-beta (Homo sapiens), Q8NCG7; in the data active = inhibition above about 34%;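 note: 0% = enzyme with vehicle and 100% = wells lacking enzyme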
V-ATPase pH: regulators of yeast V-ATPase proton pumping, primary screen, pHLuorin cytosolic pH fluorescence; 350,000 compounds, 0.37% hits; response, % at 10 µM; AID 504577, 2011; S. cerevisiae; in the data active = response mostly above about 7.3%, no sharp cut-off; inactive = mostly below about 5.4%; note: actives read high; inactives centre near 0; some compounds called inactive have numbers as strong as hits; reference of the scale not given here
MOR-DOR inv ag: inverse agonists of MOR-DOR heterodimerization, primary screen, cell-based, luminescence; Mu-type opioid receptor (Homo sapiens) + Delta-type opioid receptor (Homo sapiens), …; cell-based MOR-DOR heterodimer luminescence, inverse agonism; inhibition, % at 9.3 µM; 340,000 compounds, 0.21% hits; in the data active = inhibition above about 22%, passing the limit was not always enough;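 note: 0% = cells with DMSO and 100% = wells without cells with DMSO; values of inactives mirror those of a sister screen read the other way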
Pemphigus Ab inh: inhibitors of pemphigus antibody binding to DSG3, primary screen, biochemical, bead-based, flow cytometry, scFv-GFP; DSG3-coupled beads, scFv-anti-DSG3-GFP binding; active compounds read low; binding (percent of control), % at 10 µM; 310,000 compounds, 0.48% hits; AID 588358, 2011;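 active = binding more than 3 SD below its plate's average and above zero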;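 note: hits lower antibody fragment binding to DSG3; some compounds called inactive have numbers as strong as hits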
PKA-R1A act: activators of PKA-R1A holoenzyme, primary screen, biochemical, fluorescence polarization, Cy5-IP20, bovine R1A, mouse PKAc | cAMP-dependent protein kinase type I-alpha regulatory subunit (Bos taurus) + … | PKA-R1A dissociation; scaled: DMSO 0%, 113 µM cGMP 100% | activation, % at 11.4 µM | 340,000 compounds, 0.083% hits | AID 504707, 2011;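 active = percent activation above the mean of all tested compounds plus 3 SD, cut at about 19% in these data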;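 note: higher means more PKAc released from R1A so a rise in polarization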
Arrestin-AP2 inh: inhibitors of beta-arrestin/AP2 binding, primary screen, biochemical, GPCR trafficking, flow cytometry; beta-arrestin 1 C-terminal peptide binding to AP2 beta2-adaptin appendage (human); FITC-arrestin peptide / GST-AP2 beads; AP2 beta2 appendage carries R879A mutation; inhibition, % at 10 µM; 340,000 compounds, 0.31% hits; AID 504490, 2011;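 active = inhibition above a set limit, near 3 SD of compounds lacking own fluorescence, cut at about 54% in these data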;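 note: plate controls were DMSO wells for no effect and 5 µM unlabelled arrestin peptide for full effect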
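Measured by: flow cytometry, FL1 (488/535 nm); Material: AP2 appendage R879A on GSH beads; Evaluation: percent response; Timing: pre-incubation 12 min, peptide binding 1 h, room temperature; Also added: 50 nM FITC-arrestin peptide; Medium: PBS with 0.05% Tween 20 and 0.1% BSA.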
OPRM1-OPRD1 ag: agonists of OPRM1-OPRD1 heterodimerization, primary screen, cell-based, luminescence | Mu-type opioid receptor (Homo sapiens) + Delta-type opioid receptor (Homo sapiens), … | cells | activation, % at 9.3 µM | 340,000 compounds, 0.3% hits | AID 504326, 2011; in the data active = activation above about 18%;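 note: 0% = vehicle-treated cells and 100% = reference agonist; values of inactives mirror those of a sister screen read the other way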
Starred values were filed as active, the others as inactive; . = not tested or not shown. Hits appear at their usual frequency. Share with any hit: about 2.4%.

SMILES | HTR5A ag | HTR5A inv ctr | PKA-R2B activ | DAGLB inh | V-ATPase pH | MOR-DOR inv ag | Pemphigus Ab inh | PKA-R1A act | Arrestin-AP2 inh | OPRM1-OPRD1 ag
COc1ccc(CCNS(=O)(=O)c2ccc(Cl)s2)cc1OC | 8 | -8 | -9 | 0 | -3 | -14 | 109 | 5 | 3 | 2.8
Clc1ccc(CSc2cc3c(nn2)-c2ccccc2CC3)cc1 | 3 | 0 | 6 | -16 | 8 | -5 | 112 | -7 | 10 | 1.1
O=S(=O)(Nc1cccc(S(=O)(=O)N2CCCC2)c1)c1ccc(F)cc1 | -4 | 9 | 3 | 0 | 0 | 11 | 102 | 2 | -8 | -2.1
CCCCn1nc(C(=O)N[C@@H](CCSC)c2nc3ccccc3[nH]2)c2ccccc2c1=O | 3 | -12 | -15 | -3 | 0 | 18 | 108 | -13 | 26 | -3.4
CCN(CC)c1ccc(NC(=O)c2cccc(F)c2)c(C)c1 | 7 | 10 | -6 | 0 | -3 | -4 | 109 | -1 | 15 | 0.7
O=C(COc1coc(CN2CCN(c3ccccc3F)CC2)cc1=O)N1CCc2ccccc21 | 5 | -14 | 1 | -4 | -4 | 6 | 90 | 1 | 14 | -0.9
Cc1c(N=c2scc(-c3ccccc3)n2CCO)c(=O)n(-c2ccccc2)n1C | 11 | 14 | 1 | 1 | 0 | 6 | 99 | 3 | 36 | -1.0
COc1ccccc1NC(=O)Cn1nc(-c2ccc3c(c2)OCCO3)ccc1=O | 1 | -9 | 7 | -2 | -4 | 8 | 97 | -2 | 6 | -1.5
O=C(Nc1ccc(S(=O)(=O)N2CCOCC2)cc1)C1CCN(S(=O)(=O)c2ccc(F)cc2)CC1 | -5 | 13 | -7 | -1 | 6 | 0 | 100 | -4 | -7 | 0.1
OC(COCC1COc2ccccc2O1)CN1CCN(c2ccccc2)CC1 (configuration not stated) | 6 | -5 | -2 | -2 | 2 | -5 | 100 | 3 | 10 | 1.1
CCN(CC)C(=O)c1sc2nc(N3CCOCC3)c3c(c2c1N)CCCC3 | 3 | -8 | -12 | 0 | 1 | 6 | . | 0 | 6 | -1.0
CC(C)NC1(C(N)=O)CCN(Cc2ccccc2)CC1 | 0 | 1 | 13 | 2 | 7 | 18 | 98 | 1 | -2 | -3.4
O=C(COc1ccc2ccc(=O)oc2c1)NCC(O)c1ccccc1 (configuration not stated) | 6 | 6 | 6 | 1 | -3 | 10 | 93 | -4 | -3 | -1.9
CCC1=C(OC(=O)c2ccccc2)C(C)(C)C(c2ccccc2)OC1=O (configuration not stated) | 1 | -3 | -3 | -2 | 0 | -11 | 106 | -2 | 4 | 2.4
Cc1nn(-c2nc3ccccc3[nH]2)c(N)c1-c1ccc(Cl)cc1 | 0 | 14 | 6 | -6 | -3 | -1 | 94 | -13 | 17 | 0.3
COc1ccc(C(=O)N/C(=C\c2ccc(SC)cc2)C(=O)NCCCn2ccnc2)cc1OC | -2 | 6 | 8 | 1 | -2 | 18 | . | 2 | 8 | -3.6
Cc1ccc(S(=O)(=O)N(CCC#N)C2CCCCC2)c2nsnc12 | -5 | 19 | 0 | -3 | 1 | -6 | 102 | 5 | -6 | 1.0
Cc1c(NC(=O)NC2CCCCC2)cccc1[N+](=O)[O-] | 0 | -3 | -13 | -2 | 1 | 11 | 105 | -22 | 31 | -2.1
CC(C)CC(NC(=O)CCC(=O)OCC(=O)[C@@]1(O)CCC2[C@@H]3CCC4=CC(=O)C=C[C@]4(C)C3[C@@H](O)C[C@@]21C)C(=O)O (some centres not stated) | 2 | -9 | 4 | 3 | 0 | 5 | 97 | 2 | 16 | -1.1
O=C(Nc1ccc(Cl)cn1)Nc1ccc(Cl)cn1 | -1 | 2 | -3 | -1 | -3 | -6 | 104 | -4 | 5 | 0.8
C/C(=N\Nc1nc2ccccc2[nH]1)c1ccc(N2CCOCC2)cc1 | 2 | 18 | 0 | 4 | 1 | -8 | 107 | -7 | -8 | 1.7
CCNc1nc(NCC)nc(OCCOC(C)=O)n1 | 5 | 3 | 3 | 1 | -3 | -8 | 101 | -8 | 6 | 1.4
O=c1c2c(nc3nc(SCc4ccccc4)[nH]n13)CCC2 | -2 | -8 | -6 | 2 | 4 | 3 | 106 | 4 | -3 | -0.5
Cc1ccc(-n2nnnc2CCl)cc1 | -1 | 2 | -4 | 0 | 2 | 3 | 99 | 8 | 32 | -0.6
C=CCn1c(C)cc(C2=NNC(=NCc3ccccc3)SC2)c1C | 2 | -6 | 8 | 3 | 0 | 3 | 119 | 8 | -24 | -0.6

Sorted by value in PKA-R2B activ (smallest number first): three from the list above.
compound | PKA-R2B activ
OC(COCC1COc2ccccc2O1)CN1CCN(c2ccccc2)CC1 (configuration not stated) | -2
O=C(COc1coc(CN2CCN(c3ccccc3F)CC2)cc1=O)N1CCc2ccccc21 | 1
O=S(=O)(Nc1cccc(S(=O)(=O)N2CCCC2)c1)c1ccc(F)cc1 | 3

The listing picks up with the 2 entries that preceded the break.
SMILES | HTR5A ag | HTR5A inv ctr | PKA-R2B activ | DAGLB inh | V-ATPase pH | MOR-DOR inv ag | Pemphigus Ab inh | PKA-R1A act | Arrestin-AP2 inh | OPRM1-OPRD1 ag
Cc1ccc(-n2nnnc2CCl)cc1 | -1 | 2 | -4 | 0 | 2 | 3 | 99 | 8 | 32 | -0.6
C=CCn1c(C)cc(C2=NNC(=NCc3ccccc3)SC2)c1C | 2 | -6 | 8 | 3 | 0 | 3 | 119 | 8 | -24 | -0.6
CC(NS(=O)(=O)c1ccc(OCC(=O)N2CCOCC2)cc1)c1ccccc1 (configuration not stated) | 1 | -1 | -3 | -2 | -3 | 6 | . | -9 | 1 | -1.5
CCN(CC)C(CNC(=O)CSc1nnnn1-c1c(C)cccc1C)c1ccco1 (configuration not stated) | 20* | -55 | -4 | -1 | 4 | -6 | 108 | 6 | 17 | 1.0
C#CCOCCOCCOCCNc1nc(N2CCN(C(=O)[C@H](C)n3cc(CCCN=C(N)N)nn3)CC2)nc(N2CCN(C(=O)[C@H](C)n3cc(CCCN=C(N)N)nn3)CC2)n1 | -5 | -13 | 1 | -3 | 1 | 12 | 105 | 0 | -3 | -2.2
COc1ccc(S(=O)(=O)Nc2ccc3ccccc3c2)cc1C | 4 | -2 | -2 | -5 | -4 | -36 | 98 | -19 | 7 | 6.5
Cc1noc(C)c1COc1cccc(C(=O)N2CCN(C/C=C/c3ccccc3)CC2)c1 | 1 | -24 | 0 | 0 | 1 | 4 | 101 | -4 | -2 | -0.8
CCCCOc1c(Br)cc(CNCCCN2CCOCC2)cc1OC | 6 | -16 | 4 | -1 | -2 | 3 | 111 | -8 | 0 | -0.5
CCC1(c2ccc(F)cc2)NC(=O)N(CC(=O)NC2CCCCCC2)C1=O (configuration not stated) | 2 | -5 | 2 | 0 | 1 | 1 | . | -6 | 7 | -0.2
CC(=O)Nc1ccc(S(=O)(=O)NCC(=O)OCC(=O)NNC(=O)c2ccccc2)cc1 | -5 | -5 | 2 | -1 | -1 | 7 | 109 | 13 | 35 | -1.8
Cc1ccc(NC(=O)CCN2C(=O)NC3(CCCC3)C2=O)cc1S(=O)(=O)N1CCOCC1 | 1 | 10 | -6 | 1 | -3 | 12 | 107 | 9 | 3 | -3.0
O=C(CNC(=O)N1CC(=O)Nc2ccccc21)Nc1ccc(Cl)cc1 | -2 | 8 | -3 | 3 | -2 | -4 | 93 | -3 | 35 | 0.7
CCNc1nc2[nH]c(=O)c3c(c2s1)OC(N)=C(C#N)C3c1ccc(C)cc1 (configuration not stated) | -1 | -13 | -8 | 3 | -2 | 11 | . | -12 | -3 | -2.4
CCC(C)[C@H](NC(=O)NCCCN1CCOCC1)C(=O)OC (some centres not stated) | 0 | 5 | -7 | -2 | 1 | -4 | 104 | -4 | 0 | 0.7
O=C(NCCN1CCN(S(=O)(=O)c2ccc([N+](=O)[O-])cc2)CC1)C(=O)Nc1ccccc1 | -2 | 14 | -4 | 0 | -1 | -7 | . | 2 | -3 | 1.5
CCCS(=O)(=O)N1CCN(Cc2ccc3c(c2)c2ccccc2n3CC)CC1 | 5 | -8 | -12 | -4 | -3 | -13 | 98 | -8 | -14 | 2.8
Cc1sc2nc(CN(C(=O)NCc3ccccc3)C3CCCC3)[nH]c(=O)c2c1C | -8 | 23 | -3 | -1 | -3 | -8 | 104 | -10 | 12 | 1.4
CCOc1ccc(/C=C2\SC(N3CCc4ccccc4C3)=NC2=O)cc1 | -4 | -33 | -5 | -2 | 1 | -2 | 107 | -4 | 13 | 0.4
COc1ccc(N2CCN(C(=O)CSc3nnnn3-c3ccc4c(c3)OCCO4)CC2)cc1 | -6 | 15 | 5 | 0 | 2 | -11 | 102 | -7 | 11 | 1.8
CCn1nc(C)cc1C(=O)Sc1cccc(Br)c1 | -4 | 11 | -8 | 1 | 0 | 2 | 99 | 7 | -20 | -0.4
CCN(CC(=O)Nc1c(F)cccc1F)C(=O)c1cc2ccccc2oc1=O | 0 | 0 | -7 | 2 | 1 | -3 | 98 | -2 | -3 | 0.5
OC1(c2cccc(C(F)(F)F)c2)CCN(Cc2nc(-c3cnccn3)no2)CC1 | -2 | 14 | 1 | -1 | 0 | 10 | 87 | -10 | 34 | -1.9
CN(CC(=O)Nc1ccccc1Cl)C(=O)COC(=O)c1ccc([N+](=O)[O-])s1 | 1 | -4 | -11 | 0 | 0 | -13 | . | -5 | -1 | 3.2
CCCCNC(=S)NNC(=O)c1cc(-c2cccnc2)nc2ccccc12 | 0 | 28 | 2 | 7 | 2 | 23 | 98 | -15 | -4 | -4.4
Cc1ccc(NC(=O)CN(C)C(=O)Cc2ccccc2F)cc1 | 4 | -11 | -2 | -2 | 2 | 9 | . | -4 | 15 | -1.6
CN1c2ccsc2/C(=N/NC(=O)c2c(F)cccc2F)CS1(=O)=O | 0 | 17 | -6 | -2 | -1 | 12 | 94 | 13 | -5 | -1.9
CCCCCC[N+](C)(C)CC/C=C1/c2ccccc2Sc2ccc(Cl)cc21 | -1 | -6 | -10 | 3 | 0 | 3 | . | -7 | 3 | -0.5
COC(=O)c1ccc(N/C=C/C(=O)c2ccc(OC)c(OC)c2)cc1 | 5 | 0 | -1 | -2 | -64 | -5 | 98 | 7 | -1 | 0.9
